RAD52 inh: blocks human RAD52 DNA annealing; recombinant RAD52 DNA annealing, FRET fluorescence; inhibition, % at 18.7 µM; actives 0.46% (n = 360,000); AID 651710;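 active = every replicate showing at least 50% inhibition; inconclusive = mean inhibition at least 50% but not in every replicate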
esBAF inh: inhibitors of esBAF chromatin remodeling in mouse ES cells. Bmi1-luciferase knock-in reporter, 24 h; 100% = twice the neutral-well signal. reporter increase, % at 12.5 µM. actives 2% (n = 350,000). AID 602393; in the data active = activation above about 40%; inconclusive = no clear call, values can overlap the other calls;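 also: 0% = median of the plate's neutral control wells and 100% = double that signal; a rise in the Bmi1 reporter signal indicates esBAF inhibition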
E-sel inducer: E-selectin induction on HUVECs | P16581 | HUVEC E-selectin immunofluorescence imaging; normalized: neutral wells 0, TNF-alpha wells 100 | activation, % at 7.58 µM | actives 0.37% (n = 260,000) | AID 686992;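 active = mean E-selectin-positive cell signal at least 10% of the positive control, reached in at least 60% of replicates, without over 20% cell loss; inconclusive = no rule given, readout overlaps actives, possibly toxicity-flagged; inactive = the rest, including those meeting only one limit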;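 also: in these data hits start at about 27%; measured in HUVEC primary endothelial cells; signal is the percent of cells scored E-selectin positive by PE staining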
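Material: HUVEC primary endothelial cells; Amount: 3,000 cells per well; Dosing: single concentration; Medium: EGM-2 growth medium on 0.1% gelatin-coated wells; Read-out basis: percent E-selectin-positive cells; Signal: immunofluorescence imaging; Control set: TNF-alpha, DMSO.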
S100A4 MyoIIA: inhibitors of human S100A4 binding to myosin IIA peptide; actives 0.14% (n = 360,000); S100A4/TAMRA-MyoIIA peptide fluorescence polarization; inhibition, % at 10.7 µM; P26447; AID 652163;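 active = mean inhibition of at least 70% across replicates, with every replicate also reaching that level; inconclusive = mean inhibition reaches 70% but some replicates fall short; inactive = mean inhibition below 70%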
Target sequence (P26447 whole entry, looked up): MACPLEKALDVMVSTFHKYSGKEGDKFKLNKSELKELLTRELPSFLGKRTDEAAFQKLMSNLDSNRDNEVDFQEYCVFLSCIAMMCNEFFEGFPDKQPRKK
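Test system: S100A4 monomer protein. Medium: HEPES buffer with Ca2+, pH 7.2. Reagent: fluorescent myosin IIA peptide, 5 nM. Compound dosing: single-point compound testing. Timing: 5 min between mix addition and reading. Benchmarks: DMSO neutral and TFP positive wells.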
Xi reactivation: X-chromosome reactivation activator; XiGFP mouse fibroblasts, % GFP-positive cells imaging, 3 d; cells co-treated with 5-aza-dC sensitizer; scaled so ellipticine positive control = 100%; activation, % at 7.58 µM; actives 0.055% (n = 360,000);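 active = mean normalized replicate activation at least 10% and every replicate at or above 10%; inconclusive = only one of the two criteria met; inactive = mean below 10% and not all replicates reach 10%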;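 also: 0% = median of on-plate neutral control wells and 100% = ellipticine 6 µM median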
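Material: XiGFP fibroblasts, SV40-immortalized. Buffer or medium: DMEM plus 5-aza-dC sensitizer. Compound: single concentration per compound, delivered by pin transfer. Times: 3 days compound exposure. Controls: ellipticine 6 µM.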
RAD54 inh: blocks human RAD54 Holliday junction branch migration; Q92698; FAM/BHQ fluorescence; inhibition, % at 10.4 µM; actives 0.14% (n = 360,000); AID 602329;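 active = mean normalized replicate activity at least 40 and at least half of replicates scoring 40 or more; inconclusive = only one of the two criteria met; inactive = mean below 40 and under half of replicates reaching 40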;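 also: 0% = median of neutral control wells and 100% = median of positive control wells; inhibitors cause a drop in the FAM fluorescence signal; in these data hits start at about 50%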
Target sequence (Q92698 whole entry, looked up): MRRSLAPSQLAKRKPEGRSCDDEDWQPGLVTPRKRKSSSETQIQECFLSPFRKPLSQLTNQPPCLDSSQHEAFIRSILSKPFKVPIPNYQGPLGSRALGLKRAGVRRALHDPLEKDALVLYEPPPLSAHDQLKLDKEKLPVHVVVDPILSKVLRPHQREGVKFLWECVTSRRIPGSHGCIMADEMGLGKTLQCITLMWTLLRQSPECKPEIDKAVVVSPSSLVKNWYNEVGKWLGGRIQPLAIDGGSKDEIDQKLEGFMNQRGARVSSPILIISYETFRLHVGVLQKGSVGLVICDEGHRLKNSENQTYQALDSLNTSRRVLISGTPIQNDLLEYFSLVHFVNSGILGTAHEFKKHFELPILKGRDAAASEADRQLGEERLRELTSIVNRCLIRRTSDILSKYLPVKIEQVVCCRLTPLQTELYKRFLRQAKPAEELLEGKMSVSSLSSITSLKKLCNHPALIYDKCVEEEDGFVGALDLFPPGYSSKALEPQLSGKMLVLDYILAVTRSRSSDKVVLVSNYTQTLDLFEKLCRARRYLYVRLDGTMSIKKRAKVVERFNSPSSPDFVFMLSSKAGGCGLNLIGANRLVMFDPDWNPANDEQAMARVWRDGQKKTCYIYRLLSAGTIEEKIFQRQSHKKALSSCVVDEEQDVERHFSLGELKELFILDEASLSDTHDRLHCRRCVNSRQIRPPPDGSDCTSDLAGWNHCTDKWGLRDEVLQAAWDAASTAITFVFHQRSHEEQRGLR
ERAP1 inh: blocks human ERAP1 aminopeptidase activity | AID 652197 | actives 0.15% (n = 340,000) | Q9NZ08 | inhibition, % at 10.7 µM | recombinant ERAP1, Leu-AMC fluorescence, 60 min;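 active = mean replicate inhibition of at least 30%, or all replicates individually reaching that 30% level; inactive = mean below 30% and not every replicate reaching it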;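 also: 0% = neutral control wells and 100% = L-leucinethiol positive control wells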
ERp5 block: inhibitors of human ERp5 | Q15084 | ERp5 insulin aggregation, absorbance 650 nm, 90 min | inhibition, % at 9.99 µM | actives 0.05% (n = 350,000) | AID 651711;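 active = mean replicate inhibition above about 25%, with every replicate also reaching it, limit read from the data, passing the limit was not always enough; inconclusive = only one of those two criteria met; inactive = neither criterion met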
* marks the source's active call; other numbers are inactive results; ? = inconclusive; . = no result given.

SMILES	RAD52 inh	esBAF inh	E-sel inducer	S100A4 MyoIIA	Xi reactivation	RAD54 inh	ERAP1 inh	ERp5 block
COC(=O)c1ccc2c(=O)[nH]c(CSc3nnc(C(F)(F)F)n3C)nc2c1	-7	.	0.1	-3	0.8	.	3	5
O=C(NCCN1CCOCC1)c1ccc2c(c1)N(Cc1c(F)cccc1Cl)C(=O)c1ccccc1S2	-5	.	.	-1	0.0	2	16	0
Cc1cc([N+](=O)[O-])ccc1NCc1ccc2ccccc2c1	-23	18	.	-3	.	4	4	1
CSCC(=O)N1CCC(n2nccc2NC(=O)CCc2ccccc2)CC1	-13	-2	.	-5	0.3	8	-6	3
CCCN(C)C[C@H]1Oc2cc(C3=CCCCC3)ccc2S(=O)(=O)N([C@H](C)CO)C[C@H]1C	29	-1	0.1	-31	0.2	5	1	-1
Cc1ccc(CN2C(=NC(=O)CCC(=O)O)SC3CS(=O)(=O)CC32)cc1 (stereo unspecified)	-4	.	1.1	2	0.0	.	0	0
O=c1c(Cc2c(F)cccc2Cl)c(O)ccn1CCc1ccccn1	5	.	0.4	0	0.7	.	0	7
CCCNC(=O)Nc1ccc(C(F)(F)F)cc1	-10	.	.	2	0.0	.	-2	6
COc1cc2c(C(=O)O)c(C)n(C)c2c2ccccc12	-50	-8	.	-2	0.3	-17	-3	1
CN1C(=O)c2cc(NC(=O)c3cscn3)ccc2OC[C@@H]2O[C@H](CC(=O)N3CCOCC3)CC[C@@H]21	-6	2	0.1	22	0.1	-2	-1	-1
CCOc1ccc(NC(=O)CN(C)CC(=O)Nc2ccc(Br)cc2F)cc1OCC	-8	-8	-2.3	-2	0.0	.	-1	5
C[C@@H]1CN([C@@H](C)CO)S(=O)(=O)c2ccc(C#Cc3ccccn3)cc2O[C@H]1CN(C)Cc1ccc(F)cc1	-62	13	0.1	5	-0.4	-5	4	-4

Continued (4 carried over from the part before).
SMILES	RAD52 inh	esBAF inh	E-sel inducer	S100A4 MyoIIA	Xi reactivation	RAD54 inh	ERAP1 inh	ERp5 block
COc1cc2c(C(=O)O)c(C)n(C)c2c2ccccc12	-50	-8	.	-2	0.3	-17	-3	1
CN1C(=O)c2cc(NC(=O)c3cscn3)ccc2OC[C@@H]2O[C@H](CC(=O)N3CCOCC3)CC[C@@H]21	-6	2	0.1	22	0.1	-2	-1	-1
CCOc1ccc(NC(=O)CN(C)CC(=O)Nc2ccc(Br)cc2F)cc1OCC	-8	-8	-2.3	-2	0.0	.	-1	5
C[C@@H]1CN([C@@H](C)CO)S(=O)(=O)c2ccc(C#Cc3ccccn3)cc2O[C@H]1CN(C)Cc1ccc(F)cc1	-62	13	0.1	5	-0.4	-5	4	-4
NNc1cccc(C=Cc2ccccc2)cc1=O	-15	.	-0.2	-6	0.0	.	2	0
O=C(NCCCN1CCOCC1)c1ccc2ccccc2c1	-4	14	.	-7	0.1	.	0	0
COc1ccc(NC(=O)N(C)C[C@@H]2Oc3ccc(NS(=O)(=O)c4ccc(F)cc4)cc3C(=O)N([C@@H](C)CO)C[C@@H]2C)cc1	-1	-1	-0.2	-5	0.0	-2	2	-3
COCC(=O)N1[C@H](C#N)[C@@H](c2ccc(C#Cc3ccccc3F)cc2)[C@H]1CO	-30	-1	-0.3	-5	0.0	-2	-1	3
O=C(NCCc1ccccc1)c1c[nH]c2ccc(F)cc2c1=O	-18	33	.	-24	0.0	0	-3	1
CCN(CC)P(=O)(Nc1cccc(C(F)(F)F)c1)c1ccc(N(C)C)cc1NC(=O)c1ccco1 (stereo unspecified)	-9	.	.	0	0.0	.	0	-6
CC1CN(C(=O)c2ccc(-c3cccc(C(F)(F)F)c3)o2)CC(C)O1 (stereo unspecified)	1	.	0.0	-5	0.7	.	5	-7
COc1ccc2nc(-c3ccccc3)cc(C(=O)N3CCC3)c2c1	-10	2	0.2	0	0.0	5	-14	3
C=CCNC(=O)N1C2=NC(C(=O)OC)=C(C(=O)OC)[C@@H]3N(Cc4ccccc4)c4ccccc4[C@]23C[C@H]1C(=O)OC	-11	.	-0.1	3	0.1	-4	3	-5
COC(=O)C1=C(C)N(Cc2cccc(C(F)(F)F)c2)C(=NCC2CC2)NC1c1ccccc1 (stereo unspecified)	-3	.	1.1	4	0.3	.	-1	-2
Cn1c(=O)n(C)c2cc(NS(=O)(=O)c3ccc(Cl)s3)ccc21	-12	-6	2.2	-4	0.0	9	-1	0
C[C@H]1CCCCO[C@@H](CN(C)S(=O)(=O)c2cccs2)[C@@H](C)CN([C@@H](C)CO)C(=O)c2cc(NS(=O)(=O)c3ccccc3)ccc2O1	-46	-1	-0.1	1	0.2	-1	-7	-4
CO[C@@H]1CN(C)C(=O)c2ccc(NC(=O)c3ccc(F)cc3)cc2OC[C@H](C)N(C(=O)CC2CC2)C[C@@H]1C	-8	1	0.1	-9	0.0	-12	0	1
O=C(NCCCc1ccccc1)c1cccc(NC(=O)C2CCC2)c1	-1	5	0.0	-14	0.5	2	0	1
CCc1ccccc1NC(=O)CCCN1C(=O)C2CC=CCC2C1=O (stereo unspecified)	-12	-4	-0.1	-7	0.0	2	-7	-1
CN1CCN(CCCNC(=O)c2ccc3c(c2)N(Cc2ccccc2)CCS3)CC1	18	-7	.	-4	0.0	21	1	2
CC(C)C#Cc1ccc([C@H]2[C@H]3CN(CC4CC4)CCCCN3[C@H]2CO)cc1	-10	.	-0.7	-3	0.0	8	-2	-5
CCc1ccc(NC(=O)C2CCCN(S(=O)(=O)c3ccc4[nH]c(=O)ccc4c3)C2)cc1 (stereo unspecified)	-5	10	.	-1	0.3	2	1	1
CCOC(=O)C1(Cc2cccc(Cl)c2)CCCN(C(=O)c2ccnn2C)C1 (stereo unspecified)	-21	.	.	-3	0.2	-6	-2	-2
Fc1ccc(NC(=S)N2CCc3[nH]c4ccccc4c3C2)cc1	-55	1	.	-5	0.0	17	.	4
CNC(=O)C[C@H]1CC[C@H]2[C@@H](COc3ccc(NC(=O)Nc4ccc(C#N)cc4)cc3C(=O)N2C)O1	-4	-3	0.0	-7	0.0	8	2	-4
Cn1ccnc1C(OC(=O)c1ccccc1)C(F)(F)F (stereo unspecified)	-5	3	0.4	-2	-0.1	-2	2	-2
C[C@H](CO)N1C[C@H](C)[C@H](CN(C)C(=O)Nc2ccccc2)OCc2cn(nn2)CCCC1=O	3	0	0.3	-4	-0.2	-8	-1	1
CC(Oc1ccc2oc3ccccc3c2c1)C(=O)NC12CC3CC(CC(C3)C1)C2 (stereo unspecified)	-4	.	2.1	-1	0.1	.	3	0
CO[C@@H]1CN(C)C(=O)c2cc(NC(=O)NC(C)C)ccc2OC[C@@H](C)N(S(C)(=O)=O)C[C@@H]1C	7	.	-0.3	6	0.2	.	1	4
Cc1cc(C(=O)O)cc(S(=O)(=O)Nc2ccccc2C(=O)NC2CC2)c1C	-7	4	-0.2	6	0.3	1	2	-2
COc1ccc(-c2csc(C3=C(O)CN(C(C)C)C3=N)n2)cc1OC	-3	9	.	-5	0.0	9	1	1
CCOc1ccc(NC(=O)c2ccc(-n3cccn3)nc2)cc1	-1	3	.	33	0.1	.	-3	-3
CN1CCN(NC(=O)c2cccc3ccccc23)CC1	-8	-6	.	-1	0.0	0	3	3
Cc1ccc(CNCc2cccnc2)s1	-11	-9	1.8	0	-0.1	2	1	2
CCCOc1ccc(N2C(=O)CC(N(CCc3ccc(OC)c(OC)c3)C(=O)c3ccccc3)C2=O)cc1 (stereo unspecified)	-11	.	0.8	-4	0.0	.	3	2
CN1C(=O)C(C)(C)c2cc(S(=O)(=O)NCC3CCC(C(=O)NC4CCCCC4)CC3)ccc21 (stereo unspecified)	-9	9	3.4	3	1.3	1	-1	-4
CO[C@H]1CN(C)C(=O)c2ccc(NC(=O)C3CC3)cc2OC[C@@H](C)N(C(=O)C2CCOCC2)C[C@@H]1C	11	-4	-0.1	1	0.5	-2	0	-1
Cc1ccc(OCC(=O)Nc2ccc(C)c(F)c2)c([N+](=O)[O-])n1	2	56*	.	-4	0.0	1	2	12
COc1ccc(S(=O)(=O)Nc2ccc3c(c2)C(=O)N([C@H](C)CO)C[C@H](C)[C@@H](CN(C)C(=O)Nc2ccc(F)cc2)O3)cc1	-13	-3	-0.5	9	-0.3	-2	-2	-8
NC(c1csc(Nc2ncccn2)n1)C1CCCCC1 (stereo unspecified)	-14	-5	-0.1	-1	0.2	0	-2	-4

Of the compounds above, three have two or more sulfur atoms.
SMILES	RAD52 inh	esBAF inh	E-sel inducer	S100A4 MyoIIA	Xi reactivation	RAD54 inh	ERAP1 inh	ERp5 block
Cc1ccc(CN2C(=NC(=O)CCC(=O)O)SC3CS(=O)(=O)CC32)cc1 (stereo unspecified)	-4	.	1.1	2	0.0	.	0	0
Cn1c(=O)n(C)c2cc(NS(=O)(=O)c3ccc(Cl)s3)ccc21	-12	-6	2.2	-4	0.0	9	-1	0
C[C@H]1CCCCO[C@@H](CN(C)S(=O)(=O)c2cccs2)[C@@H](C)CN([C@@H](C)CO)C(=O)c2cc(NS(=O)(=O)c3ccccc3)ccc2O1	-46	-1	-0.1	1	0.2	-1	-7	-4

Additional structures:
SMILES	RAD52 inh	esBAF inh	E-sel inducer	S100A4 MyoIIA	Xi reactivation	RAD54 inh	ERAP1 inh	ERp5 block
C[C@@H]1CN([C@H](C)CO)C(=O)Cc2cc(NC(=O)Nc3ccc4c(c3)OCO4)ccc2O[C@H]1CN(C)C(=O)NC1CCCCC1	-5	0	0.0	1	-0.4	2	-1	-6
O=C(CCNC(=O)C1CCN(S(=O)(=O)c2ccccc2)CC1)NCc1ccc(Cl)c(Cl)c1	-1	-1	0.0	-2	0.0	-6	2	-5
O=C(Nc1ccccc1F)Nc1ccc([N+](=O)[O-])cc1Cl	-14	.	2.1	-1	0.0	.	1	-1
CN1[C@H](CO)[C@@H]2c3ccccc3N(C(=O)C3CCCCC3)C[C@@H]21	3	-1	0.2	5	0.2	-6	3	4
O=C(C[C@@H]1C=C[C@H](NC(=O)c2ccc3c(c2)OCO3)[C@@H](CO)O1)NCc1ccc(Cl)cc1	-11	-3	1.7	-5	-0.3	-9	0	3
COCCNC(C(=O)Nc1ccc(C)cc1[N+](=O)[O-])c1ccccc1 (stereo unspecified)	-3	?	0.0	0	0.3	2	2	2
COc1ccc(NC(=O)c2sc(-c3ccccc3)nc2C)c(OC)c1	3	5	.	-1	0.3	2	3	6
O=C(NC1CCCCC1)N[C@H]1CC[C@H](CCNS(=O)(=O)c2ccccc2)O[C@@H]1CO	17	3	-0.1	-7	0.1	-7	-1	-1
NS(=O)(=O)c1ccc(NC(=O)c2cccc3ccccc23)cc1	-16	2	.	-1	0.0	-4	-1	-3
Cc1ccc2nc(NC(=O)c3ccc(-c4nc5ccccc5s4)s3)sc2c1	-16	-15	0.2	-3	0.0	3	2	5

Compounds as they come. About 2.5% of those tested had a hit in this group.
